# High-throughput results deposited in PubChem by Fisher Drug Discovery Resource Center.
# mcGAS inh – blocks mouse cGAS activity; Q8C6L5; recombinant cGAS, Kinase-Glo ATP depletion luminescence; hit rate 0.15% among 160,000; inhibition, % at 12.5 µM; AID 1259399;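 note: 0% = negative control wells and 100% = reference inhibitor with no enzyme activity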
# hcGAS inh – human cGAS inhibition. recombinant h-cGAS, ATP depletion, Kinase-Glo luminescence. inhibition, % at 12.5 µM. hit rate 0.081% among 290,000;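 note: 0% = vehicle reaction and 100% = reaction without DNA for no activity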
# Target sequence (Q8N884 whole entry, looked up): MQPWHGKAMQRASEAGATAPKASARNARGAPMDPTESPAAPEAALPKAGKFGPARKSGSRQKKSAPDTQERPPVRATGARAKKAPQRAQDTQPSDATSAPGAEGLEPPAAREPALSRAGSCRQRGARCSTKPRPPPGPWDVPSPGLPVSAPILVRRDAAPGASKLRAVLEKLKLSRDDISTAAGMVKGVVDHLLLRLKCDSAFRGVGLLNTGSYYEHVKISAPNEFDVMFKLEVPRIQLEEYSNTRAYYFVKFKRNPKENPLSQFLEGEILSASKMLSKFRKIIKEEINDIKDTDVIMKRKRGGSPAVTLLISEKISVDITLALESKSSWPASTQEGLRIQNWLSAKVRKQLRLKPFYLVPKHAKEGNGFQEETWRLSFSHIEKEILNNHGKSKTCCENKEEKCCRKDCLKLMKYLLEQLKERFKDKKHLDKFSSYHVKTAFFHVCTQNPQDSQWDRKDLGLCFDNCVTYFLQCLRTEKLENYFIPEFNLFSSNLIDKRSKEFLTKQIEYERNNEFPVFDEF
# NPYLR7 ag – activates Aedes aegypti NPYLR7 receptor; HEK293T NPYLR7/Galpha15, GCaMP6s calcium fluorescence; activation, % at 10 µM; hit rate 0.15% among 270,000; in the data active = activation above about 40%;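 note: 0% = vehicle and 100% = reference agonist at the receptor; some compounds past the cut are filed as inactive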
# An asterisk follows results filed as active; x = no result given; & = joins results of further samples. Cut-off read from the data, not from the text of the source, unless noted: active = inhibition above about 40%; inactive = the rest.
molecule	mcGAS inh	hcGAS inh	NPYLR7 ag
CC(C)c1nc(COCC(F)(F)C(F)F)n(CC(=O)O)n1	-5	-11	x
COc1cccc(-c2csc(-c3nnn(-c4ccccc4)c3C)n2)c1	-8	-6	3
CCOC(=O)c1c(NC(=O)c2ccc(N3CCOCC3)c([N+](=O)[O-])c2)sc(C)c1C	-5	-4	-6
O=C(CSC1CCS(=O)(=O)C1)N1CC2CC3CC(C2)CC1C3 (stereo not drawn)	-17	-5	2
Cc1ccc(C2=NOC(CN(Cc3ccccc3Cl)C(=O)NC(C)(C)C)C2)cc1 (stereo not drawn)	-8	0	x
Cc1nccn1C(C)CC(=O)N1CCC(NS(C)(=O)=O)CC1 (stereo not drawn)	3	15	x
CCC(Nc1nc(-c2ccncc2)nc2c1CNC2)c1cc(C)ccn1 (stereo not drawn)	x	3	4
CCCn1nc(C(=O)NCC(c2ccccc2)N2CCc3sccc3C2)ccc1=O (stereo not drawn)	-16	-4&-1	-1&1
CCc1ccc(N2CC(c3nc4ccccc4[nH]3)CC2=O)cc1 (stereo not drawn)	-3	-13	1
O=C(CNC(=O)C1COc2ccccc2O1)N=Nc1c(O)n(CCc2ccccc2)c2ccccc12 (stereo not drawn)	x	-5	-3
CCc1cnc2c(c1SCC(=O)Nc1nccs1)c(=O)n(C)c(=O)n2C	-5	-4	6
CSc1nnc(C(C)N2CCCCC2)n1-c1ccc(Cl)cc1 (stereo not drawn)	x	-10	6
Cc1nnc(-c2cc3ccccc3n2CC(=O)Nc2ccccc2C)o1	-7	-11	7
Cc1nn(C)c(-c2n[nH]c(=S)n2-c2ccc(CC(=O)O)cc2)c1Br	-4	0	0
COc1ccc2nc(-c3ccc(OC)c(NC(=O)COc4ccc(Cl)cc4)c3)cn2n1	-8	-2	-5
CC(C)n1cnnc1SCC(=O)Nc1ccc(Cl)cc1Cl	-7	-4	-4
Cc1ccc(-n2nc(C(C)(C)C)cc2NC(=O)CN(C)C(=O)Nc2ccc(Br)cc2)c(C)c1	-3	1	9
Cc1cccc(NC(=O)Nc2ccnc(C(=O)N(C)C)c2)c1C	x	-5	5
COc1ccc(C=CS(=O)(=O)c2ccc([N+](=O)[O-])cc2)cc1OC(F)F	x	-9	3
Cc1ccccc1-n1c(C)nnc1SCC#N	-9	-4	4
Fc1ccc(-c2n[nH]c3c2CN(CCCc2cccnc2)CC3)cc1F	x	-6	19
O=S(=O)(NCCS(=O)(=O)N1CCN(c2ccccc2F)CC1)c1ccccc1	x	-8	4
CNC(=O)c1ccc(S(=O)(=O)N2CCc3sccc3C2)cc1	x	-6	-7
CC1CN(c2ccccc2)CCN1C(=O)CC1(c2ccccc2F)CC(=O)N(CCN(C)C)C1=O (stereo not drawn)	-12	-7	26
CCOC(=O)c1c(C)[nH]c(C(=O)C(C)N2CC(C)OC(C)C2)c1C (stereo not drawn)	x	-4	6

# Shown as labelled records: entries from further up.
> CCc1ccc(N2CC(c3nc4ccccc4[nH]3)CC2=O)cc1 (stereo not drawn)
  mcGAS inh: -3 | hcGAS inh: -13 | NPYLR7 ag: 1
> O=C(CNC(=O)C1COc2ccccc2O1)N=Nc1c(O)n(CCc2ccccc2)c2ccccc12 (stereo not drawn)
  mcGAS inh: x | hcGAS inh: -5 | NPYLR7 ag: -3

# Carrying on:
molecule	mcGAS inh	hcGAS inh	NPYLR7 ag
CCn1ccc(C(=O)Nc2cc(C)nn2-c2nc3ccc(OC)cc3s2)n1	-14	-9	-7
COc1cccc(S(=O)(=O)Nc2ccc(Nc3cc(-n4ccnc4)ncn3)cc2)c1	-8	-3	-17
COC(=O)N1C[C@@H]2OC(=O)N(Cc3ccccc3)[C@@H]3CC[C@@H]1C[C@@H]23	-5	-3	12
Cc1ccc(Nc2nc(NCc3ccco3)nc3[nH]ncc23)cc1C	x	-2	6
Cc1cc(O)c(C(c2ccccc2)c2c(O)cc(C)[nH]c2=O)c(=O)[nH]1	-1	4	0
O=C(c1ccc2c(=O)nc3c(-c4ccccc4)n[nH]n3c2c1)N1CCN(c2ccc(F)cc2)CC1	-3	4	7
Cc1nn(C)c(C)c1C(=O)OCC1CC(=O)N(C2CC2)C1 (stereo not drawn)	x	-8	1
CCc1cc(N2CCN(CC)CC2)nc(SCc2ccc(C(=O)NCC3CC3)o2)n1	-2	1	-7
CCOc1ccc(-c2cc(=O)n(Cc3ccccc3Cl)cn2)cc1	-9	-3	-21
Cc1cc(OC(=O)C(c2ccccc2)c2ccccc2)c([N+](=O)[O-])c(=O)[nH]1	-7	-2	-2
CCOc1ccc2[nH]c(=O)c(CN(C)Cc3cc(C)on3)cc2c1	-8	-3	x
Cc1nn(-c2ccccc2)c2sc(C(=O)N=Nc3c(O)[nH]c4ccccc34)cc12	-4	-3	-2
O=C(NCCn1ncc2c(N3CCCCC3)ncnc21)C1CC(=O)N(c2ccccc2)C1 (stereo not drawn)	-10	-13	0
Cc1oc(-c2cccc(F)c2)nc1CC(=O)N1CCOC(COCc2ccccc2F)C1 (stereo not drawn)	-7	-4	21
Cc1cc(NS(=O)(=O)c2ccc(N=CC(C#N)c3nc(-c4ccc(F)cc4)cs3)cc2)no1 (stereo not drawn)	-3	-2	3
O=C1S/C(=C2\C(=O)N(Cc3ccccc3Cl)c3ccccc32)C(=O)N1Cc1ccccc1	-6	-5	-5
CCOc1cc(/C=C2/SC(=Nc3ccccc3)NC2=O)ccc1OCC(=O)O	1	2	-10
CC(C)(C)C(=O)Nc1ccccc1C(=O)N1CCN(Cc2ccccc2)CC1	2	-6	1
Cc1cc(CC(=O)NC(C#N)c2ccc(Cl)cc2)no1 (stereo not drawn)	x	-2&-4	2&1
CCNc1cc(NCCNC(=O)Nc2cccc(C)c2C)nc(C)n1	x	-4	-1
Cc1ccc(-n2ccnc(SCc3ccc(Cl)cc3)c2=O)cc1	-7	-4	6
COc1ccccc1COC(=O)CCNC(C)=O	x	-7	1
Cn1ccnc1SCC(=O)Nc1nccs1	-4	-4	-2
COc1ccccc1/C(C)=C/C(=O)NC(C#N)C1CCOC1 (stereo not drawn)	x	-7&-4	1&0
CN1CCN(C(=O)c2cnc3ccccc3n2)CC1=O	-12	-6	-1

# (continued)
molecule	mcGAS inh	hcGAS inh	NPYLR7 ag
CCOC(=O)C1=C(CN2CCOCC2)N(C)C(=O)NC1c1ccccc1 (stereo not drawn)	x	-7	-3
CC1=C[C@@H](CN2CCN(c3ccccn3)CC2)[C@H](C(C)C)C[C@H]1Cc1nnc(-c2ccncc2)o1	-7	-8	-4
O=C(N[C@H]1CO[C@H]2[C@@H]1OC[C@@H]2Nc1nccc(C2CCCC2)n1)c1ccc(C(F)(F)F)cc1	-6	-6	-3
O=c1cc(CSc2ncnc3c2oc2ccccc23)nc2ccc(Br)cn12	-7	-6	-2
CSc1nc(N2CCCC2)c2cnn(CCNC(=O)c3cc(-c4ccccc4)n[nH]3)c2n1	0	10	9
CC(C)Oc1nc(-c2cccc(C(F)(F)F)c2)n(-c2ccc(NC(=O)c3ccc(Cl)cc3)cc2)n1	-7	-2	21
COc1cc2c(cc1OC)C(c1c(F)cccc1Cl)N(C(=O)c1ccc(-c3cccc(Cl)c3)s1)CC2 (stereo not drawn)	-6	-9	25
O=C(NCCn1ncc2c(N3CCCC3)ncnc21)c1ccc(S(=O)(=O)N2CCCC2)cc1	-6	-9	1
Cc1ccc(-c2cc(CCl)no2)cc1	x	-7	-2
CCOC(=O)c1cc(-c2ccc(OC)cc2)n(-c2ccc(C(=O)NCCc3cccs3)cc2)n1	-4	-1	0
Cc1ccc(-c2cc(C(=O)NCCC(c3ccccc3)c3ccccc3)n(-c3ccc(Cl)c(Cl)c3)n2)cc1C	-4	-11	-2
CCCC1NC(=O)N(CC(=O)NC(C)c2ccc(C)c(C)c2)C1=O (stereo not drawn)	x	4	-2
COc1ccc(OCCn2c(CN(C)C(=O)c3ccco3)nc3ccccc32)cc1	-6	-2	0
C=CCN1C(=O)C(=Cc2cc(Cl)c(O)c(OC)c2)SC1=S	-6	-10	26
CC(=O)NC(c1cccc(F)c1)c1nc(-c2cccc(C(=O)O)c2)cs1 (stereo not drawn)	x	-9	3
CCc1nc2c(OCC(=O)C(C)(C)C)cccn2c1N(C=O)CC(=O)N(C)C	-2	-4	13
COc1ccc(-c2cc3c(=O)[nH]nc(SCC(=O)c4ccc5c(c4)OCO5)n3n2)cc1OC	-11	-7	-1
COCCOCC(=O)N1CCN(C(c2ccccc2)c2ccc(C)cc2)CC1 (stereo not drawn)	-6	-2	21
Brc1ccc2nc(SCc3nc4ccccc4[nH]3)[nH]c2c1	-3	-6	0
Cc1cc(-n2c(C)cc(C(=O)CSc3ncnc4sccc34)c2C)no1	x	-6	4
CCc1nc2n(n1)C(=O)C(C(c1ccco1)N1CCCCC1)S2 (stereo not drawn)	-8	-6	-1
Cc1cc(C2CCC2)nc(N2CCC3(CC2)OCCCC3O)n1 (stereo not drawn)	-4	-11	x
C=CCNc1nn(CC(=O)Nc2c(C)cc(C)cc2C)c(N)c1-c1nc(-c2ccc(Cl)cc2)no1	-7	-5	x
Cc1ccc(N2CCN(C(=O)c3ccccc3N3CCC(NC(=O)C4CCCC4)CC3)CC2)cc1C	x	-3	-2
Cc1cccc(C)c1Nc1c(-c2ccc(C(C)(C)C)cc2)nc2ccc(Cl)cn12	-10&-5	-9&6	1&2

# Sorted by length of the SMILES (falling): some entries from above
molecule	mcGAS inh	hcGAS inh	NPYLR7 ag
CC1=C[C@@H](CN2CCN(c3ccccn3)CC2)[C@H](C(C)C)C[C@H]1Cc1nnc(-c2ccncc2)o1	-7	-8	-4
Cc1ccc(-c2cc(C(=O)NCCC(c3ccccc3)c3ccccc3)n(-c3ccc(Cl)c(Cl)c3)n2)cc1C	-4	-11	-2
C=CCNc1nn(CC(=O)Nc2c(C)cc(C)cc2C)c(N)c1-c1nc(-c2ccc(Cl)cc2)no1	-7	-5	x
COc1ccc(-c2cc3c(=O)[nH]nc(SCC(=O)c4ccc5c(c4)OCO5)n3n2)cc1OC	-11	-7	-1
Cc1ccc(N2CCN(C(=O)c3ccccc3N3CCC(NC(=O)C4CCCC4)CC3)CC2)cc1C	x	-3	-2
CSc1nc(N2CCCC2)c2cnn(CCNC(=O)c3cc(-c4ccccc4)n[nH]3)c2n1	0	10	9
Cc1cccc(C)c1Nc1c(-c2ccc(C(C)(C)C)cc2)nc2ccc(Cl)cn12	-10&-5	-9&6	1&2
CCc1nc2c(OCC(=O)C(C)(C)C)cccn2c1N(C=O)CC(=O)N(C)C	-2	-4	13
CC(=O)NC(c1cccc(F)c1)c1nc(-c2cccc(C(=O)O)c2)cs1 (stereo not drawn)	x	-9	3
CCCC1NC(=O)N(CC(=O)NC(C)c2ccc(C)c(C)c2)C1=O (stereo not drawn)	x	4	-2
CCc1nc2n(n1)C(=O)C(C(c1ccco1)N1CCCCC1)S2 (stereo not drawn)	-8	-6	-1
Brc1ccc2nc(SCc3nc4ccccc4[nH]3)[nH]c2c1	-3	-6	0
Cc1cc(C2CCC2)nc(N2CCC3(CC2)OCCCC3O)n1 (stereo not drawn)	-4	-11	x
Cc1ccc(-c2cc(CCl)no2)cc1	x	-7	-2

# Remaining list, next part.
molecule	mcGAS inh	hcGAS inh	NPYLR7 ag
CN1NC(c2cccs2)C2C(=O)N(Cc3ccccc3)C(=O)C21 (stereo not drawn)	-6	-4	6
CCn1c(C)c(C(=O)CN(C2CCCCC2)S(=O)(=O)/C=C/c2ccccc2)c(C)c1C(=O)OC	-5	-4	24
CC1=C(C(=O)OC(C)C)C(c2ccc(Cl)cc2Cl)C2=C(CCCC2=O)N1 (stereo not drawn)	0	1	-1
CCCOC(=O)c1c(-c2ccccc2)nc(CC)c(C(=O)SCC)c1CCC	-4	-4	3
CCC(C)NC(=O)Cn1nnn(-c2ccccc2Cl)c1=O (stereo not drawn)	-9	-15	0
c1ccc(CNc2nc(-c3ccccc3)[n+](-c3ccccc3)s2)cc1	x	-3	-7
CCc1ccccc1NC(=O)Cn1c(=O)nc(N2CCC(C)CC2)c2ccccc21	-3	-2	-3
CC(C)c1nc2cc(C(=O)NC3CCOC3)ccc2o1 (stereo not drawn)	x	-5	9
Nc1ccc(-c2nc3cc(N)c(Cl)cc3[nH]2)cc1	0	-3	-3
Cc1ccc(C2(O)CCN(c3noc(C4CC4)n3)CC2)nc1	x	-8	1
c1ccc2sc(CN3CCC(c4nc5ccccc5s4)CC3)nc2c1	x	-6	10
CCCCCOc1ccc(/C=C2\SC(=S)N(CC(=O)O)C2=O)cc1OC	1	-1	-7
O=C(CSC1=NCCS1)N1c2ccccc2Sc2ccccc21	x	-10	1
COc1ccc(C(C)(C)C)cc1S(=O)(=O)N1CCN(c2ccccc2C)CC1	x	-9	4
CCCCCCC(=O)N(CCN1CCOCC1)CC(=O)c1c(C)c(C(=O)OC)n(CC)c1C	-3	-1	-9
COCc1cccc(C(=O)N(CCN(C)C)Cc2ccc(C#N)cc2)c1	x	5	-5
COc1cccc(C(=O)NC(C)C23CC4CC(CC(C4)C2)C3)c1 (stereo not drawn)	x	-3	-6
CNc1cncc(-c2cccc(C)c2)n1	x	-10	4
CCOc1ccc(NC(=O)N(CCCOC)CC(=O)N(CCc2ccc(OC)c(OC)c2)Cc2sccc2C)cc1	-7	-19	-2
COCCn1c(N2CCN(c3ccc(OC)cc3)CC2)nc2c1c(=O)n(C)c(=O)n2C	x	-7	-6
CCCc1nc(N2CCN(C(=O)CSc3ccccc3)CC2)c2c(C)nn(-c3ccc(F)cc3)c2n1	-11	-7	-6
Cc1ccc(S(=O)(=O)NCCCCN2CCCCC2C)s1 (stereo not drawn)	x	-8	8
CO[C@H]1C(=O)N(C)C2(CCN(S(=O)(=O)c3ccccc3)CC2)[C@@H]1C(=O)N(C)c1ccccc1	-7	4	8
N#Cc1ccc(S(=O)(=O)Nc2cc(C(F)(F)F)[nH]n2)cc1	-1	-5	4

# Compounds were not picked by outcome. Share with any hit: about 0.29%.
